KDM5B inh = Primary screen for KDM5B Histone Demethylases FDH-coupled qHTS | KDM5B demethylase, FDH-coupled NADH fluorescence (FDH is formaldehyde dehydrogenase) | 220,000 tested, 2.6% active | AID 1347165, 2019 | Lysine-specific demethylase 5B (Homo sapiens), Q9UGL1 | Potency, µM (top dose mostly 57.7 µM), for the others: at the highest dose activity change, negative = inhibition, most hits filed as inhibitors; active = well fitted inhibition curve with a large enough effect; inconclusive = small, poorly fitted or top-dose-only effect; inactive = no such curve, though single readings can be large or run the other way; note: 0% is about no effect; nearly all actives have a fitted effect of over 70% in size
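qHTS format, multiple compound concentrations. Buffer 50 mM HEPES pH 7.5/0.01% Tween-20; 200 nM KDM5BΔAP final; 10 min compound preincubation; substrate-mix levels 12.5 µM peptide, 25 µM α-KG, 0.25 mM NAD⁺; 30 min RT; ΔRFU.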
An asterisk follows results filed as active; ? = inconclusive; [ ] = remark or other dose. Potency is the fitted concentration of half-maximal effect. These rows are one share of the data; the hit share may differ from the screen's.

structure | KDM5B inh
CN1CCc2c(sc(NC(=O)CSc3ccc(F)cc3)c2-c2nc3ccccc3s2)C1 | 7%
Cc1ccc(-n2nc(C)c([C@@H]3C=C[C@@H](NS(=O)(=O)c4cccs4)C3)c2C)cc1Cl | ?
Cc1cc(NCc2cccs2)ccc1NC(=O)c1ccco1 | -12%
CN(CCc1cnn(C)c1)C(=O)c1cn(Cc2cccc(C(F)(F)F)c2)nn1 | -2%
COC(=O)c1ccc(Nc2ncnc3c2cnn3C)cc1 | -15%
CC(C)CC1=NS(=O)(=O)c2cc(NC(=O)C3CCC3)ccc2N1c1ccccc1 | -29%
O=C(c1cc(-c2ccccn2)nc2ccccc12)N1CCOCC1 | -21%
Cc1nc(COc2ccccc2Cl)sc1-c1ccnc(N)n1 | 94%[activator]
CC(=O)N(C1CC1)C1CCOC2(CCN(C(=O)CCc3ccccc3)CC2)C1 (stereo not drawn) | -3%
O=C(C1CC(=O)N(c2ccc3c(c2)OCCO3)C1)N1CCN(Cc2ccccc2)CC1 (stereo not drawn) | 9%
CC(=O)N1CCc2[nH]cnc2C12CCN(Cc1nccn1C)CC2 | ?
Cn1cnc([N+](=O)[O-])c1Sc1ccc(C(C)(C)C)cc1 | -11%
CC(C)NC(=O)NC[C@H]1O[C@@H](CC(=O)Nc2ccccc2)[C@H](O)[C@@H]1O | -4%[86.2 µM]
O=C(c1ccccc1F)N1CCCC2(CC(c3cccnc3)=NO2)C1 (stereo not drawn) | 14%[115 µM]
Cc1oc(-c2cccs2)nc1CC(=O)Nc1ccc(F)cc1F | ?
CCOc1ccc(C(C)=O)c2ccccc12 | 12%
COc1ccc(-c2cc(C(F)(F)F)nc(SCCC(=O)Nc3ccccc3F)n2)cc1 | -16%
COCC(C)NC(=O)CSc1ncnc2sc(-c3ccccc3)cc12 (stereo not drawn) | ?
O=S(=O)(Nc1ccc(Br)cc1)c1ccc2nc(-c3ccccc3)[nH]c2c1 | 9%
COC(=O)c1ccc(COC(=O)c2ccccc2C(=O)c2ccc(Cl)cc2)cc1 | 8%
CCOC(=O)Cn1c(=O)oc2cc(S(=O)(=O)N3CCN(c4cccc(Cl)c4)CC3)ccc21 | 20%
O=C(Cc1ccccc1)NCC1CN(Cc2ccncc2Cl)CC12CN(c1ccccc1)C2 (stereo not drawn) | -21%
Cc1ccccc1NC(=O)Cc1nc(-c2c[nH]c(C(=O)N3CCCC3)c2)cs1 | -18%
Cc1ccc(-c2nnn3c2nc(NCCc2ccccc2)c2ccccc23)cc1 | -8%
CC(CO)NC(=O)C(C)Sc1ccccc1 (stereo not drawn) | 21%
Cc1cc(C(=O)N2C[C@@H](Oc3cccnc3)C[C@H]2C(=O)N2CCOCC2)nn1C | 11%
Cc1cc(Cl)ccc1S(=O)(=O)N1CCc2nn(C)c(=O)n2CC1 | 9%
Cc1ccc(CNC(=O)CC2=C3CCCCC3N(C(C)C)C2=O)o1 (stereo not drawn) | -18%
CCc1noc(C)c1C(=O)Nc1ccc(C(C)C)cc1 | 9%
COCc1cn([C@H]2CO[C@H]3[C@@H]2OC[C@H]3OC(=O)Nc2ccc(C)cc2)nn1 | 40%[86.2 µM]

Quoted from the listing for reference:
structure | KDM5B inh
CCOC(=O)Cn1c(=O)oc2cc(S(=O)(=O)N3CCN(c4cccc(Cl)c4)CC3)ccc21 | 20%
O=C(Cc1ccccc1)NCC1CN(Cc2ccncc2Cl)CC12CN(c1ccccc1)C2 (stereo not drawn) | -21%
Cc1ccccc1NC(=O)Cc1nc(-c2c[nH]c(C(=O)N3CCCC3)c2)cs1 | -18%

(list continues)
structure | KDM5B inh
CNC(=O)[C@@H](Cc1ccccc1)N1CCC[C@H]1C(=O)NCc1cccnc1 | -19%[86.2 µM]
Cc1ccc(S(=O)(=O)NC(C)C(=O)Nc2ccc3c(c2)OCO3)cc1 (stereo not drawn) | -19%
O=C(Nc1ccc2c(c1)CN(Cc1ccc(Cl)cc1)C(=O)CO2)c1ccccc1 | -16%
C#CCN(Cc1ccc(C)cc1)C(=O)C1CCCN(C(=O)CC)C1 (stereo not drawn) | 16%
C=CCN(C(=O)c1csnn1)C(C(=O)NC1CCCC1)c1cccs1 (stereo not drawn) | 28%
O=C(NC1(C(F)(F)F)N=C(c2ccccc2)N(C2CCCCC2)C1=O)c1ccccc1F (stereo not drawn) | ?
O=C(CC1C(=O)NCCN1C(=O)Nc1ccc(F)cc1F)Nc1ccc(F)cc1 (stereo not drawn) | 30%
Cc1ccc(NC(=O)CN2C(=O)NC3(CCS(=O)(=O)CC3)C2=O)cc1C | -7%
Cc1cc(C(=O)N2CC(F)(F)C[C@H]2c2nc(C)no2)on1 | 11%
COc1ccc(CN2CCNc3cnc(Nc4ccccc4)cc3C2)cn1 | 35µM*
Cn1c(=O)c2c(-c3ccccc3)n3c(c2n(C)c1=O)C(c1coc2ccccc2c1=O)OCC3 (stereo not drawn) | -16%
CCOC(=O)c1c(-c2ccccc2)oc2ccc(N(C(C)=O)S(=O)(=O)c3cc(C)ccc3C)cc12 | -87%
COc1nc2c(cc1CNC(=O)C(C)(C)OC)C(=O)N(CCc1ccccn1)C2 | ?
Cc1cc(C)cc(Nc2nc(N)c(C(=O)c3ccc(Cl)cc3)s2)c1 | 1%
COc1ccc(NC2=NS(=O)(=O)C(c3ccc(C(C)C)cc3)=C2C)cc1Cl | -11%
O=S(=O)(c1ccc(OC(F)(F)F)cc1)N1CCC(c2nnnn2-c2ccc(F)cc2)CC1 | -11%
CCOC(=O)N1CCN(Cc2nc3c(c(=O)[nH]c(=O)n3C)n2CCC(C)C)CC1 | -4%
Cc1ccc(/C=N\NC(=O)c2cccnc2)s1 | -30%
CC(C)(C)C(=O)N1CCN(C(=O)c2ccco2)CC1 | 15%
COc1ccc(S(=O)(=O)N2CCC(C(=O)Nc3ccccc3C)CC2)c2cccnc12 | 10%

Part of the list above, field by field:
molecule: Cc1ccc(/C=N\NC(=O)c2cccnc2)s1
  KDM5B inh: -30%
molecule: CC(C)(C)C(=O)N1CCN(C(=O)c2ccco2)CC1
  KDM5B inh: 15%

Remaining list, next part
structure | KDM5B inh
c1ccc(-c2n[nH]c(CC3CCNC3)n2)cc1 (stereo not drawn) | -4%
Cc1ccc(C)c(C(C)NC(=O)c2cccnc2)c1 (stereo not drawn) | 21%
Cc1ccc(-n2ncc(C(=O)Nc3c(Cl)cccc3Cl)c2C2CCNCC2)cc1 | -9%
CC(C)(CNC(=S)NCc1ccccc1)CNC(=S)NCc1ccccc1 | -1%
COCc1c(C(=O)N2C[C@@H](CO)[C@H](c3ccncc3)C2)noc1C | 19%
COc1ccc(S(=O)(=O)NCC(c2ccco2)S(=O)(=O)c2cccs2)cc1C (stereo not drawn) | -17%
CN(Cc1ccccc1)C(=O)c1n[nH]c(=O)c2ccccc12 | 20%
CCN1C(=O)c2ccccc2S(=O)c2ccc(C(=O)NCc3cccnc3)cc21 (stereo not drawn) | 2%
CC(C)c1ccc(CN2CCC3(CC2)COCCN3C(=O)c2ccc3[nH]ncc3c2)cc1 | 11%[86.2 µM]
Cn1nccc1C(=O)N1CCC(c2noc(-c3ccccc3)n2)C1 (stereo not drawn) | 10%

Fetched by compound from the entries so far (3):
structure | KDM5B inh
CN(Cc1ccccc1)C(=O)c1n[nH]c(=O)c2ccccc12 | 20%
CCN1C(=O)c2ccccc2S(=O)c2ccc(C(=O)NCc3cccnc3)cc21 (stereo not drawn) | 2%
Cn1nccc1C(=O)N1CCC(c2noc(-c3ccccc3)n2)C1 (stereo not drawn) | 10%

Further records
structure | KDM5B inh
CCOC(=O)c1cnc2ccccc2c1N1CCC(CO)CC1 | -22%
Cc1cnc(C2CCC2)n1CCNC(=O)c1nccn1C | 136%[activator]
O=C1NCCC[C@@H]1NC(=O)[C@H]1CN(C(=O)CS(=O)(=O)c2ccccc2)CCN1C(=O)C1CCCCC1 | 24%
CCOc1ccc(CNCc2c(C(=O)O)n(Cc3ccc(OC)cc3)c3ccccc23)cc1 | ?
COc1cccc(C(O)c2nc(C(=O)N3CCN(c4ccccn4)CC3)c(C)o2)c1 (stereo not drawn) | 25µM*
COc1ccc(Cl)cc1N(CC(=O)Nc1ccccc1C(=O)N1CCOCC1)S(C)(=O)=O | -3%
CC(C)(C)OC(=O)N1CCC(c2c(C(=O)NCc3ccccn3)cnn2-c2ccc(F)cc2)CC1 | -17%
COc1cccc(CN2C(=O)CCCCC2C(=O)NC2CCCCCC2)c1 (stereo not drawn) | 4%
O=C(C1CCOCC1)N1CCC2(CC1)NCCc1c2[nH]c2ccccc12 | ?
Nc1nccc(N2CCN(Cc3ccccc3F)C(CCO)C2)n1 (stereo not drawn) | -5%
CN(C)c1ccc(C=NC23CC4CC(CC(C4)C2)C3)cc1 | -13%
CCOC(=O)N1CCc2c(sc3c2c(=O)n(-c2ccc(Cl)cc2)c(=O)n3Cc2cccc(C)c2)C1 | -7%
C[C@@H](NC(=O)COc1ccccc1)c1c(-c2ccc(Cl)cc2)noc1C(=O)O | -5%[86.2 µM]
Cc1onc(-c2ccccc2)c1CNS(=O)(=O)c1ccc(F)cc1F | 15%
CO[C@H]1C(=O)N(C(C)C)[C@H]1C1CCN(C(=O)c2sc(C)nc2C)CC1 | -8%
CCCCN1C(=O)C(NC(=O)c2ccc(C(C)(C)C)cc2)(C(F)(F)F)C2=C1CC(C)(C)CC2=O (stereo not drawn) | -6%
Cc1cc2nc3n(c(=O)c2n1CC(=O)Nc1cc(F)cc(F)c1)CCCC3 | 21%
N#Cc1cccc(C(=O)N2CCC3(CC2)CN(C2CCC2)CC3CO)c1 (stereo not drawn) | -9%
COc1ccc(CN2CCCCC23Cc2ccccc2CNC3=O)cc1OC (stereo not drawn) | 7%[115 µM]
O=C(CSc1cccc2cccc(Cl)c12)NCc1ccco1 | -16%
CCOC(=O)N1CCN(C(=O)CN(c2cccc(C)c2)S(=O)(=O)c2ccccc2)CC1 | 18%
Cc1ccc2oc(C(=O)NCC(c3cccs3)N3CCOCC3)c(C)c2c1 (stereo not drawn) | 17%
COC(=O)[C@@H](Cc1c[nH]c2ccccc12)NC(=O)CNC(=O)c1ccccc1OC | -4%
COc1cccc(-c2ccc(NC(=O)C3CCCN3C(=O)Cn3cccn3)cc2)c1 (stereo not drawn) | 19%
CCOC1OC(=O)C(Cl)=C1Nc1cc(C)ccc1C (stereo not drawn) | -13%
COC(=O)c1ccccc1NC(=O)Cn1c(=O)n(-c2ccc(C)cc2)c(=O)c2ccccc21 | -4%
COc1ccc(OC)c(NC(=O)N2c3ccccc3CC2c2nc(C3CC3)no2)c1 (stereo not drawn) | ?
Cc1ccc(C(=O)C(NC(=O)c2ccco2)Nc2cccc(C)c2)cc1 (stereo not drawn) | -1%
O=C(O)CC1(CC(=O)Nc2ccc3ccccc3n2)CCCCC1 | -15%
Cc1cnc(C(=O)N[C@@H]2CCC[C@@H]2C(=O)NCc2cc(F)ccc2F)cn1 | -21%
O=C(c1cc(Br)cn2ccnc12)N1CCC(N2CCCCCC2=O)CC1 | 25µM*
COc1ccccc1N1CCN(C(=O)C[C@@H]2O[C@H](CNC(=O)c3ccc(N(C)C)cc3)[C@@H](O)[C@H]2O)CC1 | -3%
COCCN1C(=O)CC[C@]2(C(=O)N(C)CCc3ccccn3)CCCC[C@@H]12 | -16%
COc1ccc(OC)c(CNC(=O)c2cc3ccc4cccnc4c3[nH]2)c1 | -10%
Cc1cc(C(=O)N(Cc2ccc(C(N)=O)cc2)C2CC2)sc1C | 1%
CCOc1ccc(NC(=O)CSc2nccn2Cc2ccco2)cc1 | 4%
CC(C)(C)CN1C[C@@H](C(=O)O)C[C@H](C(=O)NCc2cccnc2)C1 | 2%
COCCNC(=O)[C@H]1C[C@H](Oc2ccccc2)CN1C(=O)c1cccc(C)c1 | 8%
CCNc1ncnc2c1CN(C1CCNC1)C(=O)CN2C (stereo not drawn) | ?
O=C(Nc1ccc(NC(=O)C2CC2)cc1)C1CCCCC1 | 14%
CC(C)C(NC(N)=O)C(=O)O (stereo not drawn) | -5%
COc1ccc(Cn2c(=S)[nH]c3cc(C(=O)N4CCN(c5ccccc5)CC4)ccc3c2=O)cc1 | -20%
O=S(=O)(CCNCc1ccc(Cl)c(Cl)c1)Cc1ccccc1 | 8%
Cc1cccc(OCC2(CNCc3cccnc3)C[C@@H](O)[C@@H](O)C2)n1 (stereo partly drawn) | -17%
CCC(=O)Nc1c(-c2cc(=O)oc3ccc(CC)cc23)oc2ccccc12 | 13%
Cc1cccc(NC(=O)CN2C(=O)CCc3ccccc32)c1C | -19%
CC(Oc1cccc(Oc2ccccc2)c1)C(=O)c1ccc(F)c(F)c1 (stereo not drawn) | -4%
COc1ccc(CN2CCN(c3nc(C)ccc3C#N)CC2CCO)cc1C (stereo not drawn) | ?
CC(=O)Nc1cccc(C(C)NC(=O)NC(C)c2cccc(F)c2)c1 (stereo not drawn) | -12%
CCN1CCC2(CCC1=O)CN(Cc1nc(COC)no1)CCN2C (stereo not drawn) | 3%

Next section:
structure | KDM5B inh
CCCN(C)c1nccnc1OC1CCN(C(=O)c2c(F)cccc2F)C1 (stereo not drawn) | ?
CC(C)N1C[C@H](O)C[C@H]1c1nnc2n1CCN(C(=O)Cc1cccc(F)c1)C2 | -26%
COc1ccc(CNC(=O)c2ccc(CSc3nc4ccncc4n3Cc3ccccc3F)cc2)cc1 | -29%
CC1CCC(NC(=O)C2CC(=O)N(c3ccc(Cl)cc3)C2)CC1 (stereo not drawn) | 3%
